RECQ1 inh – qHTS Assay for Inhibitors of RecQ-Like Dna Helicase 1 (RECQ1). ATP-dependent DNA helicase Q1 (Homo sapiens), P46063. RECQ1 DNA unwinding, red fluorescence kinetic read. Potency, µM (titrated, usually from 57.3 µM), for the others: at the highest dose activity, negative = inhibition, actives largely listed as inhibitors. 240,000 tested, 0.54% active;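 note: plate controls were vehicle for no effect and no enzyme for full effect; nearly all actives have a fitted effect of over 30% in size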
Target sequence (P46063 whole entry, looked up): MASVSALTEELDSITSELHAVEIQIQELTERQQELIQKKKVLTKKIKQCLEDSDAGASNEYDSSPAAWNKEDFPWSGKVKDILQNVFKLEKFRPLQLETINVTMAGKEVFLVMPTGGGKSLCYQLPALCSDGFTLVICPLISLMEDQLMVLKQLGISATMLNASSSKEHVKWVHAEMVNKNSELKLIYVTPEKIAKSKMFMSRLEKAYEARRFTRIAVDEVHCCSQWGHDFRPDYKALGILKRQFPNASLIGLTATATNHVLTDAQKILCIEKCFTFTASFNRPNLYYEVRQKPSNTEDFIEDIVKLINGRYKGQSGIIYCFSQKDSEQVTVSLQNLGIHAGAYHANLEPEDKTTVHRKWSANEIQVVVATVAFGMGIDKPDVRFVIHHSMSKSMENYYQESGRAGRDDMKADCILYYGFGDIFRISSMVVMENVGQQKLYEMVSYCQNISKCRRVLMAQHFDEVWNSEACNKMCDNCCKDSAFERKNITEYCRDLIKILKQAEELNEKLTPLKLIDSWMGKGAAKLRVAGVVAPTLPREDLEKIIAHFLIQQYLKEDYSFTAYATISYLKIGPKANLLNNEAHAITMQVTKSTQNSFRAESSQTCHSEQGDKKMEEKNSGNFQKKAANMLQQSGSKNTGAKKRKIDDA
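50 nM RECQ1T1 preincubated 15 min with compound in Tris pH 8.0 buffer with MgCl2, DTT, Tween-20 and 2.5 ug/ml poly(dI-dC); started with 200 nM TAMRA/BHQ-2 forked duplex and 2 mM ATP. Unwinding read as fluorescence (525/598 nm), two reads 2 h apart.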
KDM4E inh – qHTS Assay for Inhibitors of Human Jumonji Domain Containing 2E (JMJD2E); Lysine-specific demethylase 4E (Homo sapiens), B2RXH2; JMJD2E catalytic domain, FDH-coupled NADH fluorescence (FDH is formaldehyde dehydrogenase); Potency, µM (doses to about 57.1 µM), without a hit: at the highest dose activity change, negative = inhibition, usual class: inhibitors; 230,000 tested, 1.6% active; AID 2147, 2009; active = well fitted inhibition curve with a large enough effect, not every such curve was filed as active; inconclusive = small, poorly fitted or top-dose-only effect, or another doubt; inactive = no such curve, though single readings can be large or run the other way;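 note: 0% = wells with enzyme and -100% = buffer wells without enzyme; nearly all actives have a fitted effect of over 50% in size; many of its hits are not listed in these tables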
Target sequence (B2RXH2 1-337 limits assumed): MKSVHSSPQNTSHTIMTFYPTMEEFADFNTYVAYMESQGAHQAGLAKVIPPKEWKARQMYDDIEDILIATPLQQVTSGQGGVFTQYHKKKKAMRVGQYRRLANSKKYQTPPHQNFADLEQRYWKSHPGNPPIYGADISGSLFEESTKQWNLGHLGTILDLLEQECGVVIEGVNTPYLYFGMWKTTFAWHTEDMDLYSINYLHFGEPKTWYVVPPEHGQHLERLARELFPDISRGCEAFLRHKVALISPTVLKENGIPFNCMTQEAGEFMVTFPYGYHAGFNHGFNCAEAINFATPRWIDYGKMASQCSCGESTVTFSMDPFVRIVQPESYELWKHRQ
TexasRed fluor – Total Fluorescence Counterscreen for Inhibitors of the Interaction of Thyroid Hormone Receptor and Steroid Receptor Coregulator 2. TRb/SRC2 Texas Red total fluorescence interference. Potency, µM (doses to about 106 µM), for the others: at the top dose fluorescence change, negative = quenching. 280,000 tested, 0.29% active. AID 1479, 2009; active = well fitted curve in either direction with a large enough effect; inconclusive = small, poorly fitted or top-dose-only effect
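Human TRb ligand-binding domain at 0.6 uM with 20 nM Texas Red SRC2 peptide in Tris buffer containing 1 uM T3 and 5% DMSO, incubated with compound 5 h at ambient temperature. Total fluorescence (555/632 nm) calculated as parallel + 2 × perpendicular.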
L3MBTL1 block – qHTS Assay for the Inhibitors of L3MBTL1. Lethal(3)malignant brain tumor-like protein 1 (Homo sapiens), Q9Y468. Potency, µM (doses to about 57.1 µM), without a hit: at the top dose activity, negative = inhibition, actives largely listed as inhibitors. 230,000 tested, 0.66% active. AID 485360, 2010. AlphaScreen L3MBTL1–H3K9me1 peptide binding; note: nearly all actives have a fitted effect of over 60% in size
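AlphaScreen assay: L3MBTL1 (50 nM final) was preincubated 30 min at room temperature with biotinylated H3(1-15)K9me1 peptide (75 nM final), then 30 min with library compounds; streptavidin donor and nickel chelate acceptor beads (10 ug/mL final) added, 30 min dark.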
TRb SRC2 PPI – qHTS for Inhibitors of the Interaction of Thyroid Hormone Receptor and Steroid Receptor Coregulator 2 | Thyroid hormone receptor beta (Homo sapiens), P10828 | TRbeta-SRC2 peptide binding, fluorescence polarization; receptor liganded with 1 µM T3 | Potency, µM (top dose mostly 106 µM), inactives show at the highest dose activity change, negative = inhibition, most hits filed as inhibitors | 280,000 tested, 0.065% active | AID 1469, 2008;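 note: plate controls were bound peptide for no effect and peptide without receptor for full effect; nearly all actives have a fitted effect of over 50% in size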
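Read-out is fluorescence polarization (555 nm excitation, 632 nm emission) of a Texas Red SRC2 coactivator peptide; loss of signal reflects blocked binding to human TRb ligand-binding domain in the presence of 1 uM T3.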
Tau fibril ThT – qHTS for Inhibitors of Tau Fibril Formation, Thioflavin T Binding. Microtubule-associated protein tau (Homo sapiens), P10636. recombinant tau K18 P301L (four-repeat tau fragment), heparin-induced fibrillization, ThT fluorescence. Potency, µM (titrated, usually from 57.4 µM), inactives show at the highest dose activity, negative = inhibition, usual class: inhibitors. 270,000 tested, 2.1% active; note: nearly all actives have a fitted effect of over 55% in size
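In this qHTS, human K18 P301L tau is incubated with compound and heparin for 6 hr at 37 C, and Thioflavin T fluorescence then reports fibril load.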
GoLoco inh red – qHTS Assay for Inhibitors of RGS12 GoLoco Motif Activity (Red Fluorophore). Guanine nucleotide-binding protein G(i) subunit alpha-1 (Homo sapiens), P63096. Gai1:RGS12 GoLoco peptide FP, rhodamine, 10 min. Potency, µM (top dose mostly 61.6 µM), inactives show at the highest dose activity, negative = inhibition, actives largely listed as inhibitors. 230,000 tested, 0.44% active; active = well fitted inhibition curve with a large enough effect, not every such curve was filed as active; inactive = no such curve, though single readings can be large or run the other way; note: nearly all actives have a fitted effect of over 30% in size; many of its hits are not listed in these tables
Tau FP inhib – qHTS for Inhibitors of Tau Fibril Formation, Fluorescence Polarization | 280,000 tested, 0.39% active | Potency, µM (highest dose often 57.7 µM), for inactives: at the top dose activity, negative = inhibition, actives largely listed as inhibitors | Microtubule-associated protein tau (Homo sapiens), P10636 | K18 P301L tau heparin fibrillization, Alexa594 FP, 6 h; note: nearly all actives have a fitted effect of over 55% in size
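Steps: dispense K18 P301L tau (15 uM plus 0.24 uM Alexa 594 tracer, final) in pH 7 sodium acetate; add compound; add heparin (20 uM final); incubate 6 hr, 37 C; add ThT (30 uM final); after 1 hr ambient, read FP.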
The depositor's hits bear a star; i = inactive; ? = inconclusive; · = not tested or not shown; [ ] = another dose, or the depositor's remark. Unless noted, calls come from the whole dose curve; as a rule, active = well fitted curve in the direction sought with a large enough effect; inconclusive = small, poorly fitted or top-dose-only effect, or another doubt; inactive = no such curve, though single readings can be large; an effect the other way counts as inactive or inconclusive. Unless noted, % is set by controls: 0 for no effect and ±100 for the full control effect; potency is the fitted concentration of half-maximal effect.

Below each compound – RECQ1 inh	KDM4E inh	TexasRed fluor	L3MBTL1 block	TRb SRC2 PPI	Tau fibril ThT	GoLoco inh red	Tau FP inhib
> Cc1ccc(C(=O)CN2C(=O)c3ccccc3S2(=O)=O)cc1
 : -12%	-5%	0%	6%	-4%	-8%	3%	-4%
> Cc1ccc2scc(N3CCc4ccccc4C3)c(=O)c2c1
 : ·	·	0%	·	-3%	7.1µM*	·	?
> O=[N+]([O-])c1ccc(NCCNc2ccc(Cl)nn2)cc1
 : -4%	2%	-1%	·	-9%	?	-16%	4%
> CC1(C)CC(=O)c2c(oc3c(Cl)cc(NS(=O)(=O)c4ccc(Br)cc4)cc23)C1
 : ·	·	-2%	·	-3%	1%	·	-9%
> CC(=O)Nc1ccc(C2Nc3ccccc3C(=O)N2C2CCCCC2)cc1 (centres undefined)
 : -6%	?	0%	-6%	-2%	-7%	1%	-6%
> O=C(c1ccco1)n1c(=S)nc2ccccn21
 : -15%	?	0%	7%	-9%	?	-1%	?
> C[N+](C)(C)c1ccc(/C=N/Nc2nc(Cl)c(C#N)c(Cl)c2Cl)cc1
 : -12%	?	-10%	-3%	-3%	?	-40%	0%
> COC(=O)c1c(F)c(F)c(N2CCOCC2)c(F)c1F
 : i	-2%	1%	·	0%	-2%	12%	-2%
> O=C(O)c1ccccc1NC(=S)NC(=O)c1cccc2ccccc12
 : i	?	-1%	-1%	9%	-3%	15%	-8%
> COc1ccc(C)cc1NC(=O)Cn1nc(N2CCN(c3ccccc3OC)CC2)ccc1=O
 : ·	·	-1%	·	0%	-14%	·	5%
> c1ccc2nc3c(cc2c1)CCCCC3
 : -4%	-1%	-2%	·	2%	·	0%	8%
> CCN(CC)Cc1c(CC(C)C)oc(C)c1C(=O)O
 : -2%	6%	-2%	·	-3%	-4%	3%	-4%
> Cc1nc2ccccc2nc1SCC(=O)N1CCC(C)CC1
 : -2%	1%	-2%	10%	-2%	-3%	-14%	-5%
> C[C@H](NS(=O)(=O)c1ccc(Cl)cc1)C(=O)OCC(=O)NC(=O)Nc1ccc2c(c1)OCCO2
 : -4%	-3%	-3%	-4%	-2%	-15%	3%	16%
> Fc1ccc(-c2cc(-c3ccccc3)nc(-n3cccn3)n2)cc1
 : -5%	-12%	-2%	35%[activator]	-1%	?	11%	-13%
> COc1ccc(Cl)cc1NC(=O)Cc1c(F)cccc1Cl
 : -4%	-6%	-1%	4%	-2%	1%	-2%	-3%
> CC1CN(C)C(C)c2c1oc1ccc(N)cc21 (centres undefined)
 : 7%	?	1%	-1%	1%	-8%	10%	-4%[2.34 µM]
> COC(=O)c1ccc(COc2ccc(/C=N/NC(N)=S)cc2)o1
 : -9%	-24%	-1%	-8%	-7%	-13%	-3%	-3%
> CCC(=O)c1ccc(N2CCCCC2)c(F)c1
 : 3%	-1%	1%	5%	-3%	-1%	10%	-5%
> CN1/C(=C\C=N\NC(=O)c2ccccc2Br)C(C)(C)c2ccccc21
 : -2%	?	-1%	?	-1%	?	204%[activator]	4%

2 entries picked at random from the list so far:
Below each compound – RECQ1 inh	KDM4E inh	TexasRed fluor	L3MBTL1 block	TRb SRC2 PPI	Tau fibril ThT	GoLoco inh red	Tau FP inhib
> c1ccc2nc3c(cc2c1)CCCCC3
 : -4%	-1%	-2%	·	2%	·	0%	8%
> CC1CN(C)C(C)c2c1oc1ccc(N)cc21 (centres undefined)
 : 7%	?	1%	-1%	1%	-8%	10%	-4%[2.34 µM]

Later entries:
Below each compound – RECQ1 inh	KDM4E inh	TexasRed fluor	L3MBTL1 block	TRb SRC2 PPI	Tau fibril ThT	GoLoco inh red	Tau FP inhib
> COc1cc(/C=C/c2nc(C#N)c(NC3CCCCC3)o2)cc(OC)c1OC
 : ·	·	-4%	·	-2%	-7%	·	8%
> CCc1cccc(C)c1NC(=O)Cn1ccn(-c2ccc(F)cc2)c(=O)c1=O
 : ·	·	4%	·	-1%	-6%	·	-1%
> Cc1cccc(-n2c(SCC(=O)NCc3ccc4c(c3)OCO4)nc3ccccc3c2=O)c1
 : -1%	?	1%	0%	4%	-2%	39%[activator]	-13%
> COC(=O)c1ccc(NC(=O)CSc2ccc(-c3cccs3)nn2)cc1
 : ·	·	-2%	·	1%	?	·	?
> Cc1nc(-c2ccc(S(=O)(=O)Oc3ccccc3Cl)s2)cs1
 : -14%	?	-2%	17%	7%	-9%	10%	?
> Cc1cc(N/N=C/c2ccccc2F)nc(NCc2ccccc2)n1
 : -5%	-8%	-1%	-13%	3%	-1%	2%	-4%
> CCN(CC(=O)NCc1ccccn1)S(=O)(=O)c1ccc(Cl)cc1
 : -1%	4%	0%	9%[11.4 µM]	-6%	-5%	2%	-1%
> Cc1ccc(-n2nc(C(=O)Nc3ccc(C)c(F)c3)c(=O)n(C)c2=O)cc1
 : ·	·	0%	·	2%	-13%	·	-9%
> CCCCC(CC)C(=O)NCC(C)NC(=O)C(CC)CCCC (centres undefined)
 : 6%	1%	3%	8%	10%	6%	6%	4%
> COc1ccccc1CNC(=O)C/C(C)=N/NC(=O)COc1ccc(C)cc1Br
 : i	-6%	-2%	-7%	-2%	-11%	5%	7%
> CC(C)(C)C1CCC(=NNC(=O)CN(c2ccccc2)S(=O)(=O)c2ccccc2[N+](=O)[O-])CC1 (centres undefined)
 : -20%	5%	-6%	-14%	-1%	?	10%	7%
> COC(=O)c1cc(S(=O)(=O)NCC2CCN(Cc3ccc(F)cc3)CC2)cn1C
 : ·	·	-2%	·	1%	2%	·	-9%
> COc1cc(OC)cc(C(=O)Nc2cc(-c3nc4ccccc4[nH]3)ccc2C)c1
 : ·	·	2%	·	6%	-18%	·	?
> COC(=O)c1ccc(COc2ccc(C3C4=C(CCCC4=O)Nc4onc(C)c43)cc2)cc1 (centres undefined)
 : -21%	?	-1%	-7%	-7%	?	-1%	13%
> CC(=O)Nc1nonc1-c1nnc(SCC(=O)Nc2ccc(C)c(Cl)c2)n1C
 : ·	·	8%	·	0%	2%	·	?
> COc1ccccc1-c1nc2c(c(SCc3cc(C)ccc3C)n1)Cc1c(CO)cnc(C)c1O2
 : ·	·	-2%	·	4%	?	·	-3%
> CCCCNC(=S)N(C)/N=C/c1ccccc1C(=O)O
 : -13%	3%	0%	·	-7%	-11%	4%	-2%
> COc1cc(OC)cc(C(=O)Nc2ccccc2NC(C)=O)c1
 : i	6%	0%	·	3%	-15%	10%	-3%
> Cc1cnc(NC(=O)CSc2c(Cl)cccc2Cl)s1
 : i	9%	1%	·	-12%	1%	12%	1%
> COC(=O)c1sccc1NC(=S)N(C)C1CCCCC1
 : -7%	-5%	-2%	·	-4%	?	8%	?

Single records, from the list above. Screens in order: RECQ1 inh, KDM4E inh, TexasRed fluor, L3MBTL1 block, TRb SRC2 PPI, Tau fibril ThT, GoLoco inh red, Tau FP inhib
CC(=O)Nc1nonc1-c1nnc(SCC(=O)Nc2ccc(C)c(Cl)c2)n1C in the list: ·, ·, 8%, ·, 0%, 2%, ·, ?
Cc1nc(-c2ccc(S(=O)(=O)Oc3ccccc3Cl)s2)cs1 in the list: -14%, ?, -2%, 17%, 7%, -9%, 10%, ?
Cc1ccc(-n2nc(C(=O)Nc3ccc(C)c(F)c3)c(=O)n(C)c2=O)cc1 in the list: ·, ·, 0%, ·, 2%, -13%, ·, -9%
COc1ccccc1-c1nc2c(c(SCc3cc(C)ccc3C)n1)Cc1c(CO)cnc(C)c1O2 in the list: ·, ·, -2%, ·, 4%, ?, ·, -3%

Going on with the list:
Below each compound – RECQ1 inh	KDM4E inh	TexasRed fluor	L3MBTL1 block	TRb SRC2 PPI	Tau fibril ThT	GoLoco inh red	Tau FP inhib
> CC1(C)CC(=O)C2=C(C1)NC(=O)CC2c1cc2c(cc1Br)OCO2 (centres undefined)
 : ?	-27%	0%	5%	-13%	-3%	1%	4%
> C=CCc1ccc(OC)c(OC)c1
 : 8%	·	-2%[201 µM]	·	4%[201 µM]	·	2%	·
> CC(=O)N/C(=C\c1cccs1)C(=O)O
 : -1%	-7%	-1%	·	-3%	-6%	7%	3%
> CN(C)c1ccc(/C=C2/NC(=O)NC2=O)cc1
 : -8%	-11%	2%	-4%	5%	?	12%	5%
> O=C(Cc1ccc(F)cc1)NCCc1csc(-c2ccc(C(F)(F)F)cc2)n1
 : ·	·	0%	·	-4%	-3%	·	-7%
> COC(=O)c1ccc(CN2C(=O)NC(CC(C)C)C2=O)cc1 (centres undefined)
 : -9%	3%	1%	7%	-1%	6%	1%	-9%
> CCOc1ccccc1NC(=O)c1c(NC(=O)COc2ccc(Cl)cc2)sc2c1CCCCC2
 : ·	·	-20%	·	-5%	1%	·	2%
> CSc1ccc(CCNC(=O)C2CCN(c3ncnc4c3nc3n4CCCCC3)CC2)cc1
 : ·	·	-12%	·	2%	-8%	·	-1%
> Cc1c(C(=O)Nc2nc(-c3ccc(F)cc3)ns2)oc2ccc(Br)cc12
 : ·	·	-2%	·	-4%	-6%	·	-2%
> Cn1c(N=NC(=O)c2ccccc2)c(O)c2ccccc21
 : -10%	7%	-7%	-22%	2%	13µM*	61%[activator]	-9%
> COC(=O)c1[nH]c2ccccc2c1NC(=O)CN1CCCCCC1
 : -3%	?	1%	-5%	-4%	-8%	14%	2%

An excerpt; rates above refer to the full screens.
